Screening data from PubChem BioAssay.
GCN5L2 inh = qHTS Assay for Inhibitors of GCN5L2; Histone acetyltransferase KAT2A (Homo sapiens), Q92830; GCN5L2 HAT assay, ThioGlo1 CoA-SH fluorescence; Potency, µM (titrated, usually from 58.9 µM), for the others: at the highest dose activity change, negative = inhibition, actives largely listed as inhibitors; 390,000 compounds, 0.21% hits; AID 504327, 2011
Target sequence (Q92830 whole entry, looked up): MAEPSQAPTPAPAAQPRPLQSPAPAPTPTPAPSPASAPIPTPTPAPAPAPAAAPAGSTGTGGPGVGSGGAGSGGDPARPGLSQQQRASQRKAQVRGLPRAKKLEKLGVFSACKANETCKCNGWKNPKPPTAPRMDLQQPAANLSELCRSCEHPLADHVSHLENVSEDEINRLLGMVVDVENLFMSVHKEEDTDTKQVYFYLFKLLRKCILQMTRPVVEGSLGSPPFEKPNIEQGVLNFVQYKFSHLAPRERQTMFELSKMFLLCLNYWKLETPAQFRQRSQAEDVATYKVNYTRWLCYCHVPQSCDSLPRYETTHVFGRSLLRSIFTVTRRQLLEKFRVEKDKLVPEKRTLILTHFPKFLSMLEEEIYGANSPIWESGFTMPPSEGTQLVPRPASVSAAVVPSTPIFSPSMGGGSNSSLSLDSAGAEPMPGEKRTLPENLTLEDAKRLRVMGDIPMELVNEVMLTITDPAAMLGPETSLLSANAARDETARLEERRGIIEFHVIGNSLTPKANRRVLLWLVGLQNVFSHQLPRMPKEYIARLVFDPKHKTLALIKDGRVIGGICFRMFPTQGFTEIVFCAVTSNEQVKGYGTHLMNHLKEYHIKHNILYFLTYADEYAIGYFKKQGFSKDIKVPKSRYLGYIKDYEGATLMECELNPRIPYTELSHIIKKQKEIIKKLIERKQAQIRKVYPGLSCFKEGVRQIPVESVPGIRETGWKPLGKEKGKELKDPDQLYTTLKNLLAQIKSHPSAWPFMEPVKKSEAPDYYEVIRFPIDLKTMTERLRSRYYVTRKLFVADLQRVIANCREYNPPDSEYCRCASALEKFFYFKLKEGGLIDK
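Titration-based screen in which CoA formation is detected via maleimide probe ThioGlo1 (50uM) turning fluorescent on thiol reaction; substrates H3(1-25) 75uM and acetyl-CoA 70uM, GCN5L2 20nM, 20 min incubation at room temperature.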
TDP1 cell noCPT = qHTS for Inhibitors of human tyrosyl-DNA phosphodiesterase 1 (TDP1): qHTS in cells in absence of CPT; DT40 Tdp1-/- hTDP1 cells, no CPT, ATP luminescence, 48 h; Potency, µM (highest dose often 46.2 µM), for inactives: at the highest dose activity change, negative = growth inhibition, usual class: inhibitors; 420,000 compounds, 15% hits; AID 686978, 2013; further: nearly all actives have a fitted effect of over 55% in size
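DT40 Tdp1-/-;hTDP1 cells, no CPT (DMSO vehicle only), 400 cells/well; compounds pin-transferred; ≥48 hr, 37 °C; CellTiter-Glo 30 min RT dark, luminescence read.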
TDP1 cell CPT = qHTS for Inhibitors of human tyrosyl-DNA phosphodiesterase 1 (TDP1): qHTS in cells in presence of CPT. chicken DT40 Tdp1-/-;hTDP1 cells + 20 nM CPT, ATP luminescence, 48 h. 420,000 compounds, 12% hits. AID 686979, 2013. Potency, µM (highest dose often 46.2 µM), without a hit: top-dose activity change, negative = growth inhibition, most hits filed as inhibitors; further: nearly all actives have a fitted effect of over 55% in size
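Chicken DT40 Tdp1-/- cells complemented with human TDP1, 400 cells/well, exposed to compounds plus 20 nM camptothecin for at least 48 h at 37 C; viability read as ATP content by CellTiter-Glo luminescence.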
Active calls of the source: *; ? = inconclusive; . = not tested or not shown; & = joins results of further samples; [ ] = another dose, or the depositor's remark. The call rests on the fitted dose curve; in most records, active means well fitted curve in the direction sought with a large enough effect; inconclusive means small, poorly fitted or top-dose-only effect, or another doubt; inactive means no such curve, though single readings can be large; an effect the other way counts as inactive or inconclusive. On the % scale 0 is the no-effect control and ±100 the full control effect; potency means the concentration at half of the fitted maximal effect. Compounds as they come (roughly 18% active in at least one column).

Structure	TDP1 cell CPT	GCN5L2 inh	TDP1 cell noCPT
C=C(C)CC(Nc1ccc(OC)cc1)c1ccco1 (stereo unspecified)	-5%	-7%	-5%
Cc1cc(C(=O)NCC(C)C)c2ccccc2n1	-3%	-1%	-9%
Cc1ccc(NC(=O)C(=O)NCCCN2CC(C(=O)O)CC2=O)cc1 (stereo unspecified)	23%	-7%	3%
COc1cccc(NC(=O)c2ccc(NCCCN3CC(C)CC(C)C3)c([N+](=O)[O-])c2)c1 (stereo unspecified)	0%	-1%	?
CC12CCC(C(=O)NCc3ccc4c(c3)OCO4)(OC1=O)C2(C)C (stereo unspecified)	-3%	0%	1%
CC(C)c1ccc(NC(=O)Cn2ncc3ccccc32)cc1	?	-3%	-27%
CCCC[C@@H]1C[C@H]1[C@@H](NC(=O)c1ccco1)c1ccc(C(=O)OC)cc1	?	.	?
COC(=O)c1ccccc1NN=Nc1ccccc1[N+](=O)[O-]	0%	.	-11%
COc1ccc(NC(=O)Cc2coc3cc(C)cc(C)c23)c(OC)c1	21µM*	1%	?
CC1=C(C(=O)N(C(C)C)C(C)C)CC(CC(=O)NCc2ccco2)C(=O)N1CCCN1CCCC1=O (stereo unspecified)	2%	.	4%
Cc1cc(C)c2cc(C#N)c(SCC(=O)NCc3ccco3)nc2c1	18µM*	-29%	18µM*
N#C/C(C(=O)NCc1ccco1)=C1/SC(Cc2ccc(F)cc2)C(=O)N1c1ccccc1 (stereo unspecified)	28%	-5%	-1%
COc1ccc(CCNC(=O)CCCn2c(=O)c3ccccc3n(CC(=O)Nc3cc(Cl)ccc3C)c2=O)cc1OC	?	-4%	?
CCOC(=O)c1c(C)[nH]c(C)c1S(=O)(=O)NCC(=O)NCc1ccccc1C	-12%	-16%	-15%
Cc1nc(N)c(C#N)c(-c2ccccc2Cl)c1C	?	0%	-29%

More results:
Structure	TDP1 cell CPT	GCN5L2 inh	TDP1 cell noCPT
COc1ccccc1CCNC(=O)C(=O)NCC1OCCN1S(=O)(=O)c1ccc(Cl)cc1 (stereo unspecified)	?	-18%	?
COc1ncc2nc(-c3ccc(Cl)cc3)c(=O)n(C)c2n1	2%	-4%	2%
CN1C(=O)N(c2cccc3ccccc23)C(n2cncn2)C1(C)C (stereo unspecified)	10%	-3%	3%
O=C(C1CCN(Cc2ccc(F)cc2)CC1)N1CCN(C/C=C/c2ccccc2)CC1	?	-6%	?
CNC(=O)C1CCC(Cn2c(=O)c3sccc3n(CC(=O)N3CCCCC3C)c2=O)CC1 (stereo unspecified)	-17%	35%[activator]	-8%
Cc1ccc2c(c1)nnn2C1CCN(CC(=O)N2CCN(c3ccc(F)cc3)CC2)CC1	16µM*	0%	26µM*
COc1ccc2cc(C(=O)C3CCCN(C(=O)c4csnn4)C3)ccc2c1 (stereo unspecified)	-20%	-6%	?
O=C(NCc1ccccn1)Nc1ccc(Cl)cc1	-13%	.	0%
CC(C)c1ccc(N2CCN(C(=O)c3ccccc3NC(=O)/C=C\C(=O)O)CC2)cc1	?	-8%	?
N#C/C(=C\c1cc(Br)ccc1F)C(=O)NC1CC1	13µM*	-4%	?
O=C(CN(CC1CCCO1)C(=O)CNS(=O)(=O)c1ccccc1)NCc1ccco1 (stereo unspecified)	19%	-6%	17%
c1ccc(CSc2ccc3nnc(-c4ccccn4)n3n2)cc1	?	-1%	21µM*
CNC(=S)N(CCc1c(C)[nH]c2ccccc12)Cc1cc(OC)c(OC)c(OC)c1	?	0%	21µM*
CC(=O)N[C@@H](Cc1ccc(O)cc1)CN1C(N)=NC[C@@H]1CC(C)C	-22%	-1%	-4%
CC(C)(C)CN1CCN(CCCc2ccccc2)C(CCO)C1 (stereo unspecified)	-25%	-5%	?

Whole records from above. Screens in order: TDP1 cell CPT	GCN5L2 inh	TDP1 cell noCPT
Record of `CNC(=O)C1CCC(Cn2c(=O)c3sccc3n(CC(=O)N3CCCCC3C)c2=O)CC1` (stereo unspecified) : -17%	35%[activator]	-8%
Record of `CN1C(=O)N(c2cccc3ccccc23)C(n2cncn2)C1(C)C` (stereo unspecified) : 10%	-3%	3%
Record of `CC(C)c1ccc(N2CCN(C(=O)c3ccccc3NC(=O)/C=C\C(=O)O)CC2)cc1` : ?	-8%	?
Record of `N#C/C(=C\c1cc(Br)ccc1F)C(=O)NC1CC1` : 13µM*	-4%	?

(further entries)
Structure	TDP1 cell CPT	GCN5L2 inh	TDP1 cell noCPT
O=C(Nc1ccc(Oc2ccccc2)cc1)C1CCCN(c2ncccn2)C1 (stereo unspecified)	-1%	1%	-22%
CCOc1ccc(CCNC(=O)c2cc(S(=O)(=O)N3CCOCC3)ccc2C)cc1OCC	0%	-22%	?
COc1ccc(Cn2ccc3nc(C)c(C(=O)Nc4cc(C)cc(C)c4)cc3c2=O)cc1	?	-9%	?
O=C(c1ccc(Cl)c(S(=O)(=O)N2CCCCC2)c1)N1CCCCC1	?	1%	-26%
CCN(CC)CCN(C(=O)c1ccc2ccccc2c1)c1nc2ccc(F)cc2s1	-27%	-5%	-4%
COc1ccc(COC(=O)C2=C(C)NC(=O)CC2c2cccc(Cl)c2Cl)cc1 (stereo unspecified)	-16%	1%	-6%
Cc1cc([N+](=O)[O-])nn1CC(=O)N/N=C/c1ccccc1Br	-23%	1%	-16%
Cc1cc(Br)ccc1NC(=O)CNC(=O)c1ccc(-n2cncn2)c([N+](=O)[O-])c1	-6%	-2%	2%
COc1ccccc1CNC(=O)C1CCC(CNS(=O)(=O)c2ccc(C)cc2)CC1 (stereo unspecified)	-1%	-24%	?
CC1(C(=O)Nc2cnc3ccccc3c2)CCN1Cc1ccc(OC(F)(F)F)cc1 (stereo unspecified)	?	.	?
CC(=O)N1CCN(S(=O)(=O)c2cccc(C(=O)N(Cc3ccccc3)c3cccc(C)c3)c2)CC1	?	3%	?
COC(CNC(=O)c1ccc2c(c1)ncn2C1CCCCCC1)OC	0%	-1%	2%
O=C(CCCN=C1NS(=O)(=O)c2ccccc21)OCc1ccc(F)cc1	?	-7%	?
CCCN(CC(=O)Nc1ccc(F)c(F)c1F)C(=O)c1ccc2c(=O)n3c(nc2c1)CCC3	3%	-21%	-3%
Cc1ccc(-c2nnc(SCC(=O)N3CCOCC3)nc2-c2ccc(C)cc2)cc1	21µM*	-8%	?

Following part
Structure	TDP1 cell CPT	GCN5L2 inh	TDP1 cell noCPT
COc1ccc2c(c1)CC(C(=O)NCCN1CCN(c3cccc(Cl)c3)CC1)CO2 (stereo unspecified)	16µM*	-9%	15µM*
CC(=O)c1sc(=S)n(-c2ccc(Cl)cc2)c1C	18µM*	13%	?
CC(C)CCC(O)(CCC(C)C)C(=O)NN1CCCCC1	-25%	-4%	0%
Cc1cccc(C(=O)N2CCC(=O)N(C(COCc3cccc(C(F)(F)F)c3)Cc3ccccc3)CC2)c1 (stereo unspecified)	29µM*	-14%	?
CN(CCc1ccccn1)S(=O)(=O)c1ccc2c3c(cccc13)C(=O)N2	?	-32%	?
COC(=O)Nc1ccc(S(=O)(=O)N2CCC(C)CC2)cc1	-13%	-9%	-14%
O=C(CNC(=O)c1ccc(F)cc1)OCc1cc(=O)n2ccsc2n1	9%	-3%	4%
CCn1c(/N=C/c2c[nH]c3ccccc23)nc2ccccc21	?	-11%	?
CCCCn1c(SCC(=O)c2ccc(O)c(O)c2)nc2ccsc2c1=O	15µM*	-4%	23µM*
O=C(NNC(=O)c1ccc(Oc2ccc(C3SCCS3)cc2)o1)c1ccc(Cl)cc1	?	-2%	?
CCCC(C)c1nnc(NC(=O)CS(=O)(=O)Cc2ccccc2)s1 (stereo unspecified)	-27%	1%	-24%
CC1=C(C(N)=O)C(c2cccc(O)c2)n2ncnc2N1 (stereo unspecified)	10%	-8%	-7%
O=S(=O)(c1ccc(F)cc1)N1CCc2ccccc2C1	5%	3%	-15%
Nc1ccc2c(c1)C(=O)c1ccc(Cl)cc1-2	35%[activator]	.	-8%
Cc1c(O)ccc2c3c(c(=O)oc12)CCCC3	?	?	?

The results go on.
Structure	TDP1 cell CPT	GCN5L2 inh	TDP1 cell noCPT
O=C(COC(=O)c1ncc(Cl)c(Cl)c1Cl)NCc1cccs1	-5%	-6%	9%
CC(C=Cc1ccccc1)=NNS(=O)(=O)c1ccc([N+](=O)[O-])cc1	-30%	.	-25%
O=C(CNC(=O)c1ccc(Br)o1)NNC(=O)COc1ccccc1Cl	-2%	-1%	9%
C=C1C(=O)O[C@H]2[C@H]1[C@@H](O)CC(=C)[C@@H]1CC(=O)[C@@H](C)[C@H]21	5.2µM*	23%	6.5µM*
O=C(Nc1cccs1)Nc1ccc(F)cc1F	23µM*	-2%&32%	15µM*
CC1CCCC(C)N1C(=O)COC(=O)CNC(=O)c1ccccc1F (stereo unspecified)	-3%	1%	10%
O=C(NCC(c1ccco1)S(=O)(=O)c1cccs1)c1ccccc1F (stereo unspecified)	-27%	1%	?
CN(C)S(=O)(=O)c1cc(NC(=O)COC(=O)CC2CC3CCC2C3)ccc1Cl (stereo unspecified)	-5%	-14%	-12%
COc1cc(/C=N/NC(=O)CN(CCc2ccccc2)S(=O)(=O)c2ccc(NC(C)=O)cc2)cc(OC)c1OC	-21%	-2%	?
CC(=O)c1cccc(-c2ccc3c(=O)[nH]c(Nc4ccccc4)cc3c2)c1	?	.	?
CNC(=O)c1c(NC(=O)c2ccc(S(=O)(=O)N(C)c3ccccc3)cc2)sc2c1CCN(C(C)C)C2	18µM*	-6%	18µM*
CCOC(=O)CCNC(=O)N1CCCC(N(C)CCc2ccccc2)C1 (stereo unspecified)	7%	-3%	19%
COc1ccccc1CNC(=O)c1cnc2sc(N3CCOCC3)nn2c1=O	?	-2%	?
Cc1ccc(S(=O)(=O)N2CCOCC2)cc1NC(=O)CSc1nnc(C2CC2)n1C1CC1	-11%	1%	12%
COC(=O)c1ccc(/C=N/N2CCN(Cc3ccc(Cl)cc3)CC2)cc1	-10%	2%	-25%

The list goes on:
Structure	TDP1 cell CPT	GCN5L2 inh	TDP1 cell noCPT
COC(=O)/C(C#N)=C/c1c(N2CCN(c3cccc(Cl)c3)CC2)nc2c(C)cccn2c1=O	?	2%	?
CC(C)c1ccc(CC(=O)N2CCC2(C)C(=O)NS(=O)(=O)c2ccc(F)cc2F)cc1 (stereo unspecified)	-11%	.	-20%
COC(=O)c1ccc(NC(=O)c2cc[n+](Cc3ccccc3)cc2)cc1	-4%	-8%	2%
O=C(Nc1ccc([N+](=O)[O-])cc1)N1CCCCC1	-24%	-5%	-25%
COC(C[C@H](O)[C@H](C)[C@H](O)COCc1ccccc1)OC	10%	-4%	3%
Nc1c(Cl)cc(-c2[nH]c3cc(C(=O)NCCO)ccc3c(=O)c2O)cc1Cl	-12%	-6%	5%
CC(CNC(=O)c1csc2c1CCCCC2)c1ccccc1 (stereo unspecified)	21µM*	-6%	16µM*
COc1ccc(/C(N)=N/OC(=O)CC2CCCCC2)cc1	27%	-7%	-1%
CCn1nc(NS(=O)(=O)c2ccc(NC(C)=O)cc2)c2cc3cc(C)ccc3nc21	-9%	-2%	22%
COc1cc(NC(=O)c2ccc3c(c2)OCCO3)ccc1NC(=O)c1ccco1	9%	-10%	11%
Cc1cccc(NC(=O)C2NC(=O)CC2c2ccccc2)c1C (stereo unspecified)	-9%	-3%	-10%
CCOC(=O)N1CCC(NS(=O)(=O)c2ccc(C)cc2)CC1	-26%	5%	?
COc1ccc2cc(CCNC(=O)c3cccc([N+](=O)[O-])c3)c(=O)[nH]c2c1	23µM*	-8%	?
O=C(O)c1ccnc(C(=O)O)c1	-1%	5%	1%
O=C(COC(=O)c1ccc2c(c1)OCCO2)NCc1ccc(Cl)cc1	?	.	?
Cc1cccc(C(=O)Nc2ccc(S(=O)(=O)N3CCCCC3c3cccnc3)cc2)c1 (stereo unspecified)	23µM*	0%	18µM*

Gathered by group, the entries above containing a COOH group.
Structure	TDP1 cell CPT	GCN5L2 inh	TDP1 cell noCPT
Cc1ccc(NC(=O)C(=O)NCCCN2CC(C(=O)O)CC2=O)cc1 (stereo unspecified)	23%	-7%	3%
CC(C)c1ccc(N2CCN(C(=O)c3ccccc3NC(=O)/C=C\C(=O)O)CC2)cc1	?	-8%	?
O=C(O)c1ccnc(C(=O)O)c1	-1%	5%	1%
